STAT3 blocker = inhibitors of IL-6 induced STAT3 signaling. U3A cells, IL-6 STAT3-luciferase reporter, luminescence; host cell line lacks STAT1. inhibition, % at 5.5 µM. 190,000 tested, 0.89% active;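 active = inhibition above the mean inhibition across all screened compounds plus 3 SD, cut at about 44% in these data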;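 also: 0% = DMSO only wells and 100% = 100 µM nifuroxazide control wells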
STAT1 blocker = STAT1 signaling inhibition. 200,000 tested, 0.35% active. inhibition, % at 5.5 µM. NIH 3T3 STAT1-luciferase reporter, IFN-gamma, luminescence;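 active = inhibition above a set limit, the mean inhibition across all tested compounds plus 3 SD, cut at about 34% in these data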;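 also: 0% = IFN-gamma with DMSO and 100% = IFN-gamma with 300 µM nifuroxazide; values of inactives mirror those of a sister screen read the other way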
PPARg SRC1 recr = agonists of human PPARgamma SRC-1 coactivator recruitment; P37231; AID 631; activation, % at 8 µM; PPARgamma-SRC-1 coactivator recruitment biochemical assay; 200,000 tested, 0.41% active; in the data active = activation above about 19%;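 also: 0% = DMSO and 100% = reference agonist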
STAT3 act = STAT3 signaling activation; U3A cells, IL-6 STAT3-luciferase reporter, luminescence; 100% = signal with IL-6 EC80 alone; activation (% of control), % at 5.6 µM; 190,000 tested, 0.91% active; AID 871;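 active = activation above the screen-wide mean of compound activation plus 3 SD, cut at about 130% in these data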;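 also: 0% = background luminescence of wells with medium and substrate only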
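Assay system – human STAT1-deficient U3A cells with stable STAT3-luciferase reporter · Also added – IL-6 (33 ng/mL) · Schedule – compound 1 h, then IL-6 6 h at 37 °C · Technique – reporter luminescence signal · Evaluation – % activation versus median of IL-6-stimulated wells · Benchmarks – IL-6-only wells as 100% reference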
ROMK mod = modulates human ROMK potassium channel activity | P48048 | Tet-inducible ROMK, thallium flux fluorescence; actives lie on both sides | B-score at 10 µM | 130,000 tested, 2% active;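 active = signal ratio slope over the read window, or its plate-corrected B-score, at least 3 SD from the plate mean, either direction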;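 also: B-score of the F/F0 ratio slope over 7 to 12 s after thallium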
Target sequence (P48048 whole entry, looked up): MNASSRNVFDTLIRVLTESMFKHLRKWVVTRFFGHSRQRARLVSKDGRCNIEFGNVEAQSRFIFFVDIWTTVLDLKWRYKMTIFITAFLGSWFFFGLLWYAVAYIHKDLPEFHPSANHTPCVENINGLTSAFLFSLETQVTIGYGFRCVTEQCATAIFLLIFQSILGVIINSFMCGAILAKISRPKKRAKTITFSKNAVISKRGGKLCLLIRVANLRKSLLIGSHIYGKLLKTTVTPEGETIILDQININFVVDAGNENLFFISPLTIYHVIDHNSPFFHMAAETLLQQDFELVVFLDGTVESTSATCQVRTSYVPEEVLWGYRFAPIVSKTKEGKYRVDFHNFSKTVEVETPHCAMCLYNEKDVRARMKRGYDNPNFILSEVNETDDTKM
PPARg SRC3 recr = PPARgamma-driven SRC-3 recruitment agonism; P37231; biochemical PPARgamma/SRC-3 coactivator recruitment assay; activation, % at 8 µM; 200,000 tested, 0.26% active; in the data active = activation above about 23%;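 also: 0% = DMSO and 100% = reference agonist; some compounds past the cut are filed as inactive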
TR-FRET SRC-2 ct = flags TR-FRET format artefacts in PPARgamma SRC-2 recruitment agonist screen. TR-FRET ratio at 8 µM. 200,000 tested, 0.4% active. TR-FRET artefact counter-screen; active compounds read high; in the data active = TR-FRET ratio above about 2000; also: inactives centre near 1500
bIAP inhibitor = blocks bovine intestinal alkaline phosphatase activity. purified bovine IAP, CDP-star luminescence, 30 min. inhibition, % at 20 µM. 190,000 tested, under 10 active. AID 1019;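 active = over 50% inhibition of intestinal alkaline phosphatase at 20 µM in the single-dose screen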
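test system = bovine IAP enzyme | medium = DEA buffer 100 mM, pH 9.8, with MgCl2 1.0 mM, ZnCl2 0.02 mM | detection = luminescence | dosing = single compound dose of 20 µM, 2% DMSO final | incubation = 30 min reaction at room temperature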
bIAP activator = intestinal alkaline phosphatase (bovine) activation | activation factor at 20 µM | AID 1016 | 200,000 tested, 0.17% active | purified bovine IAP, CDP-star luminescence, 30 min; active compounds read high; fold of DMSO-control signal, blank-subtracted;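 active = activation factor of 2 or more at 20 µM, a signal rise over negative controls twice the positive control's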
TNAP act hiacc = increases human TNAP activity under high phosphate acceptor concentration. purified TNAP, CDP-star luminescence, 1 M DEA, 30 min; active compounds read high; 0 = EDTA background, 1 = DMSO-only activity. activation factor at 20 µM. 200,000 tested, under 10 active. AID 1136;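 active = activation factor at least 2 at 20 µM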
Target sequence (P05186 whole entry, looked up): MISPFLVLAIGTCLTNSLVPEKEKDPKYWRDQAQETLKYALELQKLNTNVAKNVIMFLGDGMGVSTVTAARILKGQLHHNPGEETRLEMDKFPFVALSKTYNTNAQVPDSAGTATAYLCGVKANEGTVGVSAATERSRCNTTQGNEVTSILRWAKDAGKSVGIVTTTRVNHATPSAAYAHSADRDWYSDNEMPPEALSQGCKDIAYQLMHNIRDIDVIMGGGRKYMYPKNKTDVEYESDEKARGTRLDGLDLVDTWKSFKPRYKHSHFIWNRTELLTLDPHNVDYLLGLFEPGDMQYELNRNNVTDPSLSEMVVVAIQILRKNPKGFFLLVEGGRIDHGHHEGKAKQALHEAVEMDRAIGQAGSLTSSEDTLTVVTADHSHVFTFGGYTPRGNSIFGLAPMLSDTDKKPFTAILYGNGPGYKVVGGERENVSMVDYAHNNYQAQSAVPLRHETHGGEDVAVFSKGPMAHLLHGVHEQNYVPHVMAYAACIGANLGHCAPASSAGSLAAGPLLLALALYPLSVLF
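Dosing: 20 µM single point. System: human TNAP. Amount: TNAP 1/800 final. Incubation: 30 min, room temperature. Read-out: TNAP activation factor scaled between EDTA and DMSO control wells. Signal: luminescence from CDP-star hydrolysis. Medium: 1 M DEA, pH 9.8, Mg2+, Zn2+. Control set: EDTA negative control, DMSO positive control.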
PPARg SRC-2 ag = PPARgamma-driven SRC-2 recruitment agonism | P37231 | PPARgamma LBD-SRC-2 recruitment, biochemical | activation, % at 8 µM | 200,000 tested, 0.34% active | AID 1032; in the data active = activation above about 22%;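 also: 0% = vehicle and 100% = reference agonist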
An asterisk follows results filed as active; · = no result given.

The line under a structure holds: STAT3 blocker	PPARg SRC1 recr	bIAP activator	TNAP act hiacc	PPARg SRC3 recr	PPARg SRC-2 ag	bIAP inhibitor	STAT1 blocker	STAT3 act	TR-FRET SRC-2 ct	ROMK mod
> COc1ccc(NC(=O)Nc2cc3oc4ccccc4c3cc2OC)cc1
 : 2	-6	0.9	1	-9	1	6	-7	102	1403	·
> Cc1nc2ccccc2nc1OCC(=O)Nc1ccc(F)cc1
 : 9	-1	1	1.1	-1	-10	3	-8	94	1550	·
> COc1cc(C2c3c(-c4ccccc4)n[nH]c3C(=O)N2c2ccccc2)ccc1O (centres undefined)
 : -2	-3	1.3	1	-3	1	-25	-1	105	1605	·
> CCC1CCCCN1C(=O)CSc1nnc(CNC(=O)COc2ccc(Cl)cc2)o1 (centres undefined)
 : 11	6	1	1	10	8	-3	1	97	1472	-0.3
> CC1=C(C)/C(=N/OC(=O)c2cccc([N+](=O)[O-])c2)C=CC1=O
 : 2	-7	1.2	0.9	11	2	-19	11	101	1439	0.057
> CC(C)CCC(CC(C)O)c1n[nH]c(=S)n1-c1ccccc1 (centres undefined)
 : 6	0	0.9	1	4	1	7	5	95	1632	-0.048
> CCCNC(=O)c1c(C)cc(=O)oc1C
 : 7	-6	1.1	1	-4	-13	-9	-8	97	1531	·
> Cc1ccc(/C=N/Nc2ccc3c(C(F)(F)F)cc(C(F)(F)F)nc3n2)cc1
 : 9	-9	0.8	1	-13	2	18	-7	95	1406	·
> O=C(Nc1ccc(OC(F)(F)F)cc1)C1=NCCN1
 : 8	8	0.7	1	1	3	28	-16	97	1695	0.73
> COc1cccc(CNc2nc3ccccc3n2CCN2CCCCC2)c1
 : 8	-2	1.2	1	4	-3	-21	0	100	1354	-1.3
> Cn1nc(C(F)(F)F)c(C(=O)Nc2ccc(F)cc2F)c1Sc1cccc(C(F)(F)F)c1
 : 6	3	1	1	13	6	1	0	100	1666	·
> CCNC(=O)N1c2ccc(OCC)cc2C(C)=CC1(C)C
 : 6	4	1.1	1	5	6	-11	11	97	1405	·
> CNCC(O)CN1CCN(c2ccccc2OC)CC1 (centres undefined)
 : 4	2	1	1	-1	2	-2	1	101	1476	0.15
> Cn1ncc2nc[nH]c(=O)c21
 : 0	4	0.9	1	6	3	10	2	105	1546	-0.02
> O=[N+]([O-])c1ccc(N2CCOCC2)cc1NCCCO
 : -3	11	0.9	0.9	1	3	14	-10	104	1471	0.53
> O=c1c(-c2ccccc2)c(O)nc2ccccn12
 : 15	2	0.9	1.1	-1	10	7	6	95	1527	0.28
> C=C(C)c1cccc(C(C)(C)NC(=O)N(C)C2CCN(C)CC2)c1
 : 6	11	1.1	1.1	5	12	-7	0	97	1818	0.14
> O=C1CC(c2cccs2)CC(O)=C1C=NCCN1CCNCC1 (centres undefined)
 : -1	6	1.1	1	-2	3	-7	-5	103	1568	·
> CCOC(=O)c1ccc(NC(=S)NN2CCN(C)CC2)cc1
 : 3	2	1.2	1	3	-2	-21	-5	102	1582	0.37
> CCC(=O)N=c1sc2c(C)cc(C)cc2n1CC(=O)OC
 : 9	-3	1	1	-16	-2	3	1	97	1498	·
> S=C(Nc1ccccc1Oc1ccccc1)NC1CCCC1
 : 4	-16	1	1.1	-1	2	-1	-1	101	1421	-0.7
> O=C(COC(=O)C1=COCCO1)Nc1ccc(Oc2ccccc2)cc1
 : -2	-5	0.9	1	-9	1	11	0	100	1515	-1.5
> Cc1cc(C)n(-c2nc3c(c(=O)[nH]c(=O)n3C)n2CC(O)COc2ccc(Cl)cc2Cl)n1 (centres undefined)
 : 1	-4	1	1.1	-4	1	3	4	101	1455	·
> COc1ccc2c(C)cc(SCn3nnc4ccccc4c3=O)nc2c1
 : -6	0	0.8	1	2	5	15	0	108	1612	·
> CCc1nc(SCC(=O)Nc2c(C)nn(C)c2C)c2cnn(-c3ccccc3)c2n1
 : 6	3	1	1	5	4	2	1	98	1506	·
> CCOC(=O)c1[nH]c2ccc(F)cc2c1NC(=O)Nc1ccccc1OC
 : 15	10	0.9	1	1	12	6	8	94	1482	·
> CC(C)Oc1ccc(C(=O)Nc2cc(=O)n(C)c(=O)n2C)cc1
 : -1	-6	0.9	1.1	5	2	6	-3	105	1696	·
> CCC(C(=O)O/N=C(\N)c1ccc(Cl)cc1)c1ccccc1 (centres undefined)
 : 0	6	0.6	1	7	2	42	0	100	1584	-0.77
> Cc1ccc2cc3c(NC(=O)CC(C)C)nn(C)c3nc2c1
 : 14	5	1	1.1	8	7	0	-7	91	1542	·
> O=[N+]([O-])c1cc(Cl)ccc1N1CCCC1
 : 4	1	0.9	1	4	8	11	2	100	1268	0.27
> CS(=O)(=O)c1ccccc1C(=O)NC1CCCc2ccccc21 (centres undefined)
 : 0	5	1	1	3	4	4	-2	100	1839	0.16
> COc1ccc(N2C(=O)CC(N3CCN(C(=O)c4ccco4)CC3)C2=O)cc1 (centres undefined)
 : -12	5	0.9	1	0	0	10	-5	112	1430	-0.045
> CC(C)(C)C1CCc2c(C(=O)NNC(=O)CCC(=O)O)csc2C1 (centres undefined)
 : -3	5	1.1	1	-6	-4	-8	-6	104	1266	0.74
> CNc1oc(-c2cccs2)nc1S(=O)(=O)c1ccccc1
 : -3	4	0.9	1.1	2	0	5	-6	107	1448	-1.2
> CC(C)(C)NS(=O)(=O)c1ccc(NC(=O)NC2CCCCC2)cc1
 : 10	2	1.2	1.1	0	10	-22	-3	96	1666	1.2
> Cc1ccc(NC(=O)C2CC=CCC2C(=O)N2CCCCC2)cc1 (centres undefined)
 : 3	4	1	1.1	-4	14	-1	8	101	1758	·
> Cc1ccc(CSc2nc3ccccc3cc2C=O)cc1
 : -104	-7	0.7	1	0	3	27	-1	193*	1490	·
> Cc1ccc(CNC(=O)C2C3C=CC4(CN(Cc5cccnc5)C(=O)C24)O3)cc1 (centres undefined)
 : -3	-2	1	1.1	0	2	2	-2	109	1552	0.063
> Cc1cc(NC(=O)/C=C/c2ccco2)ccc1NC(=O)c1ccccc1
 : 3	2	1	1	2	8	-2	-3	99	1648	0.44
> O=C(CCSCc1ccc(Cl)cc1)NCCC1=CCCCC1
 : -1	1	0.9	1	-4	-1	15	1	102	1291	·
> Cc1nc2ccccc2c(=O)n1NC(=O)C1CCC(C(C)(C)C)CC1 (centres undefined)
 : 2	-1	0.9	1	4	1	7	1	102	1741	-0.44
> CC1=NN(C(=O)c2ccc(Br)cc2)C(O)(c2ccccc2)C1 (centres undefined)
 : 16	2	0.9	0.9	1	0	11	4	91	1726	-0.87
> O=C1C(Nc2ccccc2)=C/C(=N/S(=O)(=O)c2cccs2)c2ccccc21
 : -41	11	0.6	0.7	2	8	40	-3	136*	1500	-0.01
> COc1ccc(C(=O)CSc2nnc(-c3ccc(S(=O)(=O)N4CCOCC4)cc3)o2)cc1
 : 3	25*	0.8	1.1	-8	-3	17	7	103	1617	0.74
> CCC(C)(C)C1CCC(=NNC(=O)c2ccc(Br)o2)CC1 (centres undefined)
 : -2	-4	0.5	1.1	-4	9	48	-33	102	1406	·
> CCCCOC(=O)Nc1ccc(C)c(Cl)c1
 : 16	5	0.8	1	4	2	24	-47	90	1531	·
> O=C(c1cc(F)ccc1F)C1CCCN(C(=O)CSc2ccccn2)C1 (centres undefined)
 : 11	8	0.9	1.1	7	5	10	6	95	1626	0.19
> O=C(COC(=O)c1ccc(Cl)c(S(=O)(=O)N2CCCC2)c1)NCc1cccs1
 : 8	-9	0.9	1	0	-6	14	-1	104	1471	-0.14
> Cc1ccc(NC(=O)CC2SC(=O)N(c3ccccc3)C2=O)cc1 (centres undefined)
 : 1	6	1.3	1	18	13	-25	1	101	1634	-0.025
> CNC(=S)NNC(=O)Cc1ccc(OC)c(OC)c1
 : 1	-2	1.2	1	2	4	-22	-2	105	1484	-1.2
> COc1ccccc1C(=O)Nc1ccc(-c2nnc(SCC(=O)O)n2C)cc1
 : 18	1	1	1	4	2	3	1	92	1480	0.072
> COC(=O)[C@@H]1C(c2ccccc2)(c2ccccc2)[C@@]1(C)C(=O)OC
 : -14	6	0.9	1	4	10	11	13	110	1518	·
> Cc1ccc(NC(=O)COC(=O)C2CCC(=O)N2)c(S(=O)(=O)N2CCOCC2)c1 (centres undefined)
 : -3	4	0.9	1	5	-3	5	2	107	1526	·
> Cc1cc(C(=O)N/N=C/c2cc([N+](=O)[O-])cc(C)c2O)n[nH]1
 : 13	5	1	0.8	-1	0	-1	9	93	1571	·
> Cc1cn2nc(N)c3ccccc3c2n1
 : 6	-8	1.1	1.1	-4	4	-7	0	101	1419	·
> CCC(CC)C(=O)Nc1c(C)n(C)n(-c2ccccc2)c1=O
 : -5	9	0.9	1	14	4	9	-4	105	1428	·
> COc1cccc(N2CCN(Cc3nc(N)nc(Nc4ccccc4)n3)CC2)c1
 : 13	5	0.9	1.1	8	7	6	-3	93	1641	·
> Cc1cc(C)n2cc(CSCc3ccco3)nc2n1
 : 0	4	0.9	1	7	-1	5	9	102	1462	0.57
> COC(=O)Cn1ncn2c(cc3oc(C)cc32)c1=O
 : 18	-4	1	1	-1	1	5	-25	88	1626	-0.19
> O=C(NCCO)c1ccc2nc(-c3ccco3)c(-c3ccco3)nc2c1
 : -4	7	0.9	1	11	15	10	1	105	1681	·

Next compounds
The line under a structure holds: STAT3 blocker	PPARg SRC1 recr	bIAP activator	TNAP act hiacc	PPARg SRC3 recr	PPARg SRC-2 ag	bIAP inhibitor	STAT1 blocker	STAT3 act	TR-FRET SRC-2 ct	ROMK mod
> CCOc1ccc(OCc2ccc(C(=O)N3CCCC3)o2)cc1
 : -3	-2	1	1.1	-1	11	2	7	104	1475	·
> CC1CCCCC1NC(=O)/C(C#N)=C/c1ccc(OCC(N)=O)cc1 (centres undefined)
 : 4	0	0.9	1	-3	0	5	-5	96	1419	·
> Cc1nn(-c2ncc(C(F)(F)F)cc2Cl)c(=O)n1-c1c(F)cccc1F
 : -7	4	1.1	1	4	-2	-10	1	110	1596	-0.38
> CCC(=O)Nc1ccc2nc(SCC(=O)N3CCCC3)sc2c1
 : 2	-3	1	1.1	-2	-3	3	-4	101	1572	0.66
> CCNc1nc(NC(C)C)nc(OCCOC(=O)Nc2ccccc2)n1
 : -9	5	0.9	1	0	6	10	6	109	1643	-0.022

Some entries already given, limited to PPARg SRC1 recr:
mol	PPARg SRC1 recr
COC(=O)Cn1ncn2c(cc3oc(C)cc32)c1=O	-4
O=C(NCCO)c1ccc2nc(-c3ccco3)c(-c3ccco3)nc2c1	7
CCOc1ccc(OCc2ccc(C(=O)N3CCCC3)o2)cc1	-2
